C8 TRAIL sens: caspase-8 TRAIL sensitization | NB7+C8 cells + TRAIL, ATPlite viability luminescence | inhibition (viability loss, TRAIL sensitization), % at 10 µM | 360,000 tested, 1% active;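 active means compounds causing at least 50% loss of cell viability in the single-dose screen, relative to plate controls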
TROY NFkB inh: inhibitors of TROY-dependent NF-kB signaling | Q293 LMP1-TROYcd NF-kB luciferase reporter, 4 h | inhibition, % at 10 µM | 360,000 tested, 0.98% active | AID 1347056;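 active means compounds whose plate-normalised and pattern-corrected inhibition of the luciferase reporter signal at the single screening dose is 50% or more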
Peg3 prom inh: inhibitors of Peg3 promoter | HeLa PEG-Prom luciferase reporter, luminescence, overnight | inhibition, % at 20 µM | 360,000 tested, 1.7% active | AID 588405;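 active means inhibition of at least 50% at 20 µM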
TRPM1 prom inh: reduces MITF-dependent TRPM1 promoter luciferase signal. 330,000 tested, 0.83% active. SK-MEL-5 TRPM1 promoter luciferase, 24 h. inhibition, % at 12.5 µM. AID 488899;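 active means mean inhibition across replicates of 60% or more, whatever share of single replicates reaches that level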; further: values of inactives mirror those of a sister screen read the other way
KKLEB cytotox: counter-screen for CF NF-kB inhibitors: cytotoxicity; activity change (cytotoxicity), % at 5 µM; KKLEB CF airway cells viability, ATPlite luminescence, overnight; stronger effect = lower value; cells stimulated with P. aeruginosa culture filtrate; AID 602141; 360,000 tested, 0.36% active;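 active means corrected activity change at or below -50% at 5 µM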
Shn3 inh set2: reduces Shn3 3'UTR luciferase signal in osteoblasts. Clone20 osteoblast Shn3 3'UTR firefly luciferase, 24 h. inhibition, % at 12.5 µM. 360,000 tested, 0.52% active;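 active means mean inhibition of at least 75% with every replicate also reaching 75%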;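 further: 0% = median of neutral control wells and 100% = pilot-screen positive control compound; some compounds past the cut are filed as inactive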
HIF-2a inh: HIF-2a inhibition; 786-0 RCC cells HIF-2a reporter, luciferase luminescence, overnight; inhibition, % at 18.8 µM; 360,000 tested, 0.72% active;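 active means inhibition of the luminescence signal of 40% or more relative to plate controls, in a single-dose primary screen at 18.75 µM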
NR2E3 ag-1: agonists of human NR2E3 nuclear receptor. inhibition of corepressor binding, % at 3.98 µM. Q9Y5X4. CHO-S Gal4-NCOR/VP16-NR2E3 two-hybrid, luciferase. 360,000 tested, 0.35% active. AID 602229;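 active means inhibition above the mean of all tested compounds plus 3 SD, cut at about 70% in these data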;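 further: 0% = DMSO with NR2E3 transfected cells and 100% = cells lacking NR2E3 construct; higher means lower luciferase signal from less NR2E3 corepressor binding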
Target sequence (Q9Y5X4 whole entry, looked up, the tested form may be a part): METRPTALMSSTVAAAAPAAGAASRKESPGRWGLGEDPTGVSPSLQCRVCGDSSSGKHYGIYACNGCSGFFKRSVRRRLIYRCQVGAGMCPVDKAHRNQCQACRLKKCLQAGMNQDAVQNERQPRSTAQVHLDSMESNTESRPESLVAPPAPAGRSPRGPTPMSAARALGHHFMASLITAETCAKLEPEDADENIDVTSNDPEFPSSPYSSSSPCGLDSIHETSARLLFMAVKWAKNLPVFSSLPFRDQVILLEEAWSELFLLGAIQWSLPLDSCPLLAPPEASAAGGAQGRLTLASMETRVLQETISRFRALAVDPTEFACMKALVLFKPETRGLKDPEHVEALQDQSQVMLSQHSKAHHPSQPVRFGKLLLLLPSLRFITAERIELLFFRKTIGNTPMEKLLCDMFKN
CF NFkB inh: blocks PAF-induced NF-kB reporter in cystic fibrosis cells | AID 588850 | 360,000 tested, 0.86% active | inhibition, % at 5 µM | KKLEB NF-kB-GFP reporter, GFP fluorescence overnight;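 active means at least 50% inhibition at 5 µM, scaled per plate between neutral and stimulator controls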;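 further: PAF is a Pseudomonas aeruginosa culture filtrate used as stimulus; plate controls were PAF-stimulated DMSO wells for no effect and unstimulated DMSO wells for full effect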
TWEAK Fn14 block: TWEAK-Fn14 signaling inhibition; TWEAK-stimulated Fn14 reporter cells, luciferase luminescence, 8 h; inhibition, % at 10 µM; 360,000 tested, 2% active; AID 1159606; in the data active means inhibition above about 50%
NR2E3 ag-2: activates human photoreceptor nuclear receptor NR2E3; GST-NR2E3/biotin-RetCOR TR-FRET, 1536-well; Q9Y5X4; inhibition of corepressor binding, % at 4.78 µM; 320,000 tested, 0.12% active; AID 2300;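 active means percent inhibition above the cutoff of mean plus 3 SD of all tested compounds, set per screening campaign, cut at about 20% in these data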;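 further: 0% = DMSO wells and 100% = biotin wells as full block of FRET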
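Material: NR2E3–RetCOR corepressor complex / Amount: 1.35 nM GST-NR2E3 / Medium: Tris pH 7.5 / Compound: single nominal compound dose of 4.8 µM / Incubation: 5 h at 4 °C / Technique: TR-FRET, Eu(K)-anti-GST donor, streptavidin-D2 acceptor, ex 340, em 617/671 nm / Read-out basis: percent loss of FRET ratio relative to control wells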
An asterisk follows results filed as active; x = not tested or not shown. Not all compounds are listed. The share of hits here may be higher or lower than overall.

structure,C8 TRAIL sens,TROY NFkB inh,Peg3 prom inh,TRPM1 prom inh,KKLEB cytotox,Shn3 inh set2,HIF-2a inh,NR2E3 ag-1,CF NFkB inh,TWEAK Fn14 block,NR2E3 ag-2
COc1ccc(C=NNC(=O)NN=Cc2ccc(OC)c(OC)c2)cc1OC,72*,-39,-219,-47,-20,5,-179,-46,13,-51,x
CCOC(=O)c1sc(=S)n(-c2ccccc2)c1SC,25,-9,16,-1,4,7,-3,2,5,-3,3
Cc1cc(C)nc(N(C#N)Cc2ccccc2Cl)n1,-14,-9,-4,0,-6,9,-14,-18,0,-2,4
CC(O)(c1cccc(F)c1)c1nc(-c2ccncc2)cs1 (stereo not drawn),7,31,4,x,18,50,11,18,-11,18,x
CC(=O)Nc1ccc(S(=O)(=O)N2CCC(C(=O)O)CC2)cc1,3,10,6,-8,6,25,10,-5,-10,-9,-2
CC(C)=CCC[C@](C)(OC1OC(COC2OCC(O)C(O)C2O)C(O)C(O)C1O)C1CC[C@]2(C)C1C(O)CC1[C@@]3(C)CCC(O[C@@H]4O[C@H](CO)C(O)C(O)C4O[C@@H]4OC(CO)C(O)C(O)C4O)C(C)(C)C3CC[C@]12C (stereo partly drawn),-5,-8,-16,-2,-2,-9,8,-7,-16,-16,x
COc1ccc(CNC(=O)/C=C/c2ccc(OCCCF)cc2)cc1OC,26,-16,-7,4,-2,12,-7,-31,4,1,3
O=C(Cn1c2ccc(F)cc2c2nc3n(c(=O)c21)CCS3)NC1CCCC1,-1,11,16,8,0,2,25,-7,1,14,1
NC(=O)CC(NC(=O)Cc1cccc2ccccc12)c1ccc(N2CCC(Cc3ccccc3)CC2)c([N+](=O)[O-])c1 (stereo not drawn),7,18,2,-6,3,47,8,-3,11,2,-2
c1cc(-n2cnnn2)ccc1NC1=NCCC1,-5,14,-5,16,-3,-7,9,-17,-1,-20,4
CSc1nc(-c2ccccc2F)c(C#N)c(=O)n1C,2,9,18,-14,-2,-16,6,-15,7,2,5
Cc1ccc(S(=O)(=O)N2CCN(C)CC2)c2nsnc12,7,-4,3,4,-5,8,12,-6,-14,-5,-2
O=S(=O)(CCN1CCN(C(c2ccccc2)c2ccccc2)CC1)C(F)(F)F,-10,-8,-7,-4,-6,2,7,-6,18,2,3
Cc1c(CCO)c(=O)n(C)n1C(=O)c1ccc(Cl)cc1,4,-15,-1,-4,4,-14,-8,-16,4,0,2
Cc1ccc(N2C(=O)c3n[nH]c(C)c3C2c2ccco2)cc1 (stereo not drawn),9,-43,-183,-23,4,-46,-150,-53,-4,-2,-1
COc1ccc(/C(C)=N/NC(=O)Cn2nc([N+](=O)[O-])cc2C)cc1,9,-12,0,0,-5,-14,14,1,4,0,2
COc1ccc(NC(=O)N(CCN2CCCC2)Cc2cc3cc(OC)c(OC)cc3[nH]c2=O)cc1,-8,3,-11,-13,4,3,6,1,6,-2,-2
O=C(CC1C(=O)NCCN1Cc1cccc(C(F)(F)F)c1)NCCCOc1cccnc1 (stereo not drawn),-3,-14,-4,-5,5,-10,-4,7,4,-5,-2
CCNCC(O)COCC(O)CNCC (stereo not drawn),-6,-11,-11,8,3,-3,10,-11,-6,6,1
COc1ccccc1C(=O)Oc1ccccc1C(=O)Nc1ccccc1,11,-13,-119,-20,-3,-23,-147,-82,25,8,0

Reprinted from the part before: 3 entries, then new ones.
structure,C8 TRAIL sens,TROY NFkB inh,Peg3 prom inh,TRPM1 prom inh,KKLEB cytotox,Shn3 inh set2,HIF-2a inh,NR2E3 ag-1,CF NFkB inh,TWEAK Fn14 block,NR2E3 ag-2
O=C(CC1C(=O)NCCN1Cc1cccc(C(F)(F)F)c1)NCCCOc1cccnc1 (stereo not drawn),-3,-14,-4,-5,5,-10,-4,7,4,-5,-2
CCNCC(O)COCC(O)CNCC (stereo not drawn),-6,-11,-11,8,3,-3,10,-11,-6,6,1
COc1ccccc1C(=O)Oc1ccccc1C(=O)Nc1ccccc1,11,-13,-119,-20,-3,-23,-147,-82,25,8,0
COc1cccc(CNc2nc3cc(-c4cnn(Cc5ccccc5)c4)sc3c(=O)n2C)c1,20,20,25,x,0,37,-3,30,21,68*,x
O=c1[nH]c2cc(Br)cnc2nc1/C=C(\O)c1ccc(F)cc1,-18,-17,-29,-16,9,-2,-120,-18,-14,-14,2
O=C(/C=C/c1cccc([N+](=O)[O-])c1)N1CCOCC1,10,4,2,10,-12,-8,14,-23,-8,12,-3
O=C(NC(=S)NCc1ccccc1)c1cccc(Cl)c1,-11,-23,-13,1,2,4,-28,-3,-2,14,3
Cc1nc(C#N)c(NCc2ccc3c(c2)OCO3)o1,-9,-5,-13,-8,-5,1,1,-8,-4,-32,4
O=C(NCCOc1ccccc1F)C1CCC(=O)N(CC2CCCCC2)C1 (stereo not drawn),-9,-18,8,-10,1,12,6,-16,-5,-6,x
Cc1cc(C(=O)N/N=C/c2ccc[nH]2)no1,-6,-23,-39,0,0,-7,-13,-11,-20,2,1
Cc1ccc(S(=O)(=O)N2CCN(C(=O)COC(=O)COc3ccccc3C(C)C)CC2)c(C)c1,5,24,-5,-6,5,-9,6,3,5,21,x
CCN1C(=O)CC(Sc2ccccc2C(=O)O)C1=O (stereo not drawn),6,-8,-9,9,0,-31,-6,-2,10,-16,6
N[C@@H](Cc1ccc(O)cc1)c1nnc([C@H](CO)NC(=O)C2CCNCC2)o1,-13,13,6,3,-5,-6,1,5,-3,13,6
COc1ccc(CN2CCc3c([nH]c4ccccc34)C2)cc1Br,41,2,38,45,-20,10,21,9,-11,-8,0
COC(=O)c1ccc(NC(=O)Nc2ccc(OC)cc2)cc1,0,-27,-55,-31,0,-15,-62,-21,-13,2,4
O=C(Nc1ccc2ncccc2c1)c1ccccc1Cl,3,-21,2,3,-5,-5,10,18,12,13,3
COC(=O)[C@]1(C)CCC[C@@]2(C)C3CC[C@@]4(C)C[C@]3(CCC21)CC4=NO (stereo partly drawn),-1,18,10,-8,-17,-5,3,-3,-6,27,4
O=C(Cc1ccc(Cl)cc1)Nc1ccc(S(=O)(=O)N2CCOCC2)cc1,-19,16,9,-5,14,8,14,-18,-14,-6,-1
CCc1ccccc1NS(=O)(=O)c1ccc(OC)c2ncccc12,-6,35,24,39,3,15,6,-40,-2,12,-2
COC(=O)COc1ccc2cccc(-n3cnnn3)c2c1,-2,-6,-2,-3,4,0,12,7,-8,33,2
O=[N+]([O-])c1ccc(CNc2ccc(Cl)cc2)s1,-7,-4,-24,18,-2,-10,-15,-21,10,46,4
COc1ccccc1NC(=O)CCCC(=O)OCC(=O)c1ccc(F)cc1,0,-32,11,2,15,-14,4,-36,1,0,3
CCCn1nnc(NC(=O)/C=C/c2ccccc2)n1,4,-11,-8,1,-1,-25,-34,-8,-22,7,1

Ordered by length of the SMILES (lowest first): 3 of the compounds above.
structure,C8 TRAIL sens,TROY NFkB inh,Peg3 prom inh,TRPM1 prom inh,KKLEB cytotox,Shn3 inh set2,HIF-2a inh,NR2E3 ag-1,CF NFkB inh,TWEAK Fn14 block,NR2E3 ag-2
c1cc(-n2cnnn2)ccc1NC1=NCCC1,-5,14,-5,16,-3,-7,9,-17,-1,-20,4
O=C(Nc1ccc2ncccc2c1)c1ccccc1Cl,3,-21,2,3,-5,-5,10,18,12,13,3
O=C(Cc1ccc(Cl)cc1)Nc1ccc(S(=O)(=O)N2CCOCC2)cc1,-19,16,9,-5,14,8,14,-18,-14,-6,-1

Later entries
structure,C8 TRAIL sens,TROY NFkB inh,Peg3 prom inh,TRPM1 prom inh,KKLEB cytotox,Shn3 inh set2,HIF-2a inh,NR2E3 ag-1,CF NFkB inh,TWEAK Fn14 block,NR2E3 ag-2
Cc1cc(C)c(NC(=O)C(=O)NCc2ccco2)c(C)c1,-5,-6,11,-1,-5,-7,-3,11,7,13,4
Nc1nc(SCC(=O)Nc2cccc([N+](=O)[O-])c2)n[nH]1,-5,10,1,1,-3,3,-5,-7,-8,8,x
O=C(CCc1nnc(-c2ccc3c(c2)OCO3)o1)NC(c1cccnc1)C(F)(F)F (stereo not drawn),-2,3,19,-6,-1,-12,3,-18,-9,-1,2
O=C(CN1CCN(C(c2ccccc2)c2ccccc2)CC1)Nc1ccc(N2CCOCC2)cc1,2,-32,9,6,2,11,27,-7,-4,-17,0
CCCN(CCC)C(=O)c1cc2c(=O)[nH]c3ccc(C)cc3c2s1,-10,-7,26,-17,-2,-4,-11,-36,18,-15,3
CC(Oc1ccc2c(c1)oc(=O)c1ccccc12)C(=O)NCCN1CCOCC1 (stereo not drawn),6,6,14,-4,-3,17,3,-20,-11,-21,5
CCC1(C)Cc2ccccc2-c2nc(NCCO)n(-c3ccccc3)c(=O)c21 (stereo not drawn),6,4,23,6,-1,9,2,0,6,-6,0
Cc1sc2nc(-c3cccnc3)nc(Cl)c2c1-c1ccccc1,-11,-68,-104,-24,7,-14,-177,-38,-21,-18,0
COc1ccc2nc(NC(=O)CSc3nnc4n3C(C)(C)Cc3ccccc3-4)sc2c1,13,-3,-8,-18,8,-5,-8,-25,0,-25,4
CCCc1c(C(=O)N/N=C(\C)c2ccc(O)cc2)nnn1-c1nonc1N,-11,9,-13,-2,6,4,-6,12,5,-13,1
O=C(COc1ccccc1)OCC(=O)c1c[nH]c2ccccc12,6,22,6,15,1,-2,11,6,-9,-1,0
CCOC(=O)C1=C(CSc2nccn2C)NC(=O)NC1c1ccc(OC)cc1 (stereo not drawn),-7,2,13,10,8,-22,12,7,14,0,-3

Pulled by compound from the entries so far (6):
structure,C8 TRAIL sens,TROY NFkB inh,Peg3 prom inh,TRPM1 prom inh,KKLEB cytotox,Shn3 inh set2,HIF-2a inh,NR2E3 ag-1,CF NFkB inh,TWEAK Fn14 block,NR2E3 ag-2
O=C(CN1CCN(C(c2ccccc2)c2ccccc2)CC1)Nc1ccc(N2CCOCC2)cc1,2,-32,9,6,2,11,27,-7,-4,-17,0
O=C(CCc1nnc(-c2ccc3c(c2)OCO3)o1)NC(c1cccnc1)C(F)(F)F (stereo not drawn),-2,3,19,-6,-1,-12,3,-18,-9,-1,2
CC(Oc1ccc2c(c1)oc(=O)c1ccccc12)C(=O)NCCN1CCOCC1 (stereo not drawn),6,6,14,-4,-3,17,3,-20,-11,-21,5
O=C(COc1ccccc1)OCC(=O)c1c[nH]c2ccccc12,6,22,6,15,1,-2,11,6,-9,-1,0
CCC1(C)Cc2ccccc2-c2nc(NCCO)n(-c3ccccc3)c(=O)c21 (stereo not drawn),6,4,23,6,-1,9,2,0,6,-6,0
COc1ccc2nc(NC(=O)CSc3nnc4n3C(C)(C)Cc3ccccc3-4)sc2c1,13,-3,-8,-18,8,-5,-8,-25,0,-25,4

Bioassay records (PubChem BioAssay)
